CF NFkB block: inhibitors of PAF-induced NF-kB signaling, primary screen, cell-based, GFP fluorescence, uHTS | inhibition, % at 5 µM | 0.86% of 360,000 active | KKLEB NF-kB-GFP reporter, GFP fluorescence overnight | AID 588850, 2011;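 active means at least 50% inhibition at 5 µM, scaled per plate between neutral and stimulator controls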;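 further: PAF is a Pseudomonas aeruginosa culture filtrate used as stimulus; plate controls were PAF-stimulated DMSO wells for no effect and unstimulated DMSO wells for full effect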
PDI inh: inhibitors of human PDI, primary screen, biochemical, turbidity, single point, plate reader; Protein disulfide-isomerase (Homo sapiens), P07237; PDI insulin aggregation turbidity, A650, 90 min; inhibition, % at 10 µM; 0.052% of 350,000 active; AID 588391, 2011;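 active means mean inhibition across replicates of 30% or more, whatever share of single replicates reach that level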;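 further: absorbance from insulin aggregation driven by PDI reduction with DTT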
Target sequence (P07237 whole entry, looked up): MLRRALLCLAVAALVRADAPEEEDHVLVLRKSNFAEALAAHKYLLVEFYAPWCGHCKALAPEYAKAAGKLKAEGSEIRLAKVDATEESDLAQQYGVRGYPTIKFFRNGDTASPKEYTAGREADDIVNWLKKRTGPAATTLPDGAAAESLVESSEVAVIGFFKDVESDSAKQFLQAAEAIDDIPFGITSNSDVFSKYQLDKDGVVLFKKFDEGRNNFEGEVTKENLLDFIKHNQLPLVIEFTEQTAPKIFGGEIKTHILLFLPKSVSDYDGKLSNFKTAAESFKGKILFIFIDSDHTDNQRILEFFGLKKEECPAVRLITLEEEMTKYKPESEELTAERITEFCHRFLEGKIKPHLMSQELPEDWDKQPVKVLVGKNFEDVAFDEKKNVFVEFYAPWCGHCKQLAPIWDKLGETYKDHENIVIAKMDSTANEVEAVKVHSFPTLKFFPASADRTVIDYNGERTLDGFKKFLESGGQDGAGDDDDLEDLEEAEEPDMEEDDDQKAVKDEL
KKLEB cytotox: cytotoxicity in KKLEB CF airway cells, primary screen, cytotoxicity control for CF NF-kB inhibitor project, cell-based, uHTS, fluorescence assay plates | KKLEB CF airway cells viability, ATPlite luminescence, overnight; stronger effect = lower value; cells stimulated with P. aeruginosa culture filtrate | activity change (cytotoxicity), % at 5 µM | 0.36% of 360,000 active | AID 602141, 2011;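 active means corrected activity change at or below -50% at 5 µM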
NR2E3 ag-1: inhibitors of NR2E3-RetCOR corepressor binding, primary screen, NR2E3 agonist project, biochemical, TR-FRET, GST-NR2E3, biotin-RetCOR; Photoreceptor-specific nuclear receptor (Homo sapiens), Q9Y5X4; 1536-well; inhibition of corepressor binding, % at 4.78 µM; 0.12% of 320,000 active; AID 2300, 2010;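 active means percent inhibition above the cutoff of mean plus 3 SD of all tested compounds, set per screening campaign, cut at about 20% in these data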;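 further: 0% = DMSO wells and 100% = biotin wells as full block of FRET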
Target sequence (Q9Y5X4 whole entry, looked up): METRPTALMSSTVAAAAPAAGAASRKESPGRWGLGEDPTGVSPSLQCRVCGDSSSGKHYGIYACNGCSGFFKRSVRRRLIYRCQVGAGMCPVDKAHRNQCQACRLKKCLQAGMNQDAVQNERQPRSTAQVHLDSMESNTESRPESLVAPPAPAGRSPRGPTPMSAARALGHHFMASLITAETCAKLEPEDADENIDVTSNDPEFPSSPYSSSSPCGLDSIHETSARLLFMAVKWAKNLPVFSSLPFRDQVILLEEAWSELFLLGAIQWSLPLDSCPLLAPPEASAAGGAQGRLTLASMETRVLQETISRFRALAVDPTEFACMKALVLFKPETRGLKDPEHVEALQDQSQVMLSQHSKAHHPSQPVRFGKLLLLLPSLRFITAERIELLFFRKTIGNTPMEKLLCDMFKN
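Assay system: NR2E3–RetCOR corepressor complex. Quantity: 1.35 nM GST-NR2E3. Buffer or medium: pH 7.5 Tris-based buffer. Reagent: biotinylated RetCOR corepressor at 7 nM final. Schedule: 5 h at 4 °C. Detection: TR-FRET, emission read at 617 and 671 nm. Replicates: one well per compound, singlicate testing.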
Peg3 promoter: Peg3 promoter-driven luciferase inhibitors, primary screen, cell-based, HeLa, luciferase luminescence; inhibition, % at 20 µM; 1.7% of 360,000 active; HeLa PEG-Prom luciferase reporter, overnight;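 active means inhibition of at least 50% at 20 µM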
CaV13 FRET inh: Primary screen for inhibitors of IQ motif and Ca2+-dependent inactivation inhibitor domain binding in CACNA1D, Förster resonance energy transfer in living cells, …. HEK cells, CFP/YFP FRET ICDI-IQ, plate reader, 10 min; percent FRET-ratio fall versus neutral wells. inhibition, % at 12.3 µM. 0.098% of 340,000 active;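 active means mean replicate inhibition of at least 30% and at least 1% of replicates passing that level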;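 further: 0% = median of the neutral control wells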
Shn3 3UTR inh: reduction of Shn3 3'UTR firefly luciferase signal, primary screen, Schnurri-3 inhibitor project, cell-based, Clone20 osteoblasts, set 2. Clone20 osteoblast Shn3 3'UTR firefly luciferase, 24 h. 0.52% of 360,000 active. AID 588674, 2011. inhibition, % at 12.5 µM;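 active means mean inhibition of at least 75% with every replicate also reaching 75%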;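 further: 0% = median of neutral control wells and 100% = pilot-screen positive control compound; some compounds past the cut are filed as inactive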
MITF TRPM1 inh: inhibitors of MITF-dependent TRPM1 promoter reporter, primary screen, cell-based, SK-MEL-5, single point, luciferase; SK-MEL-5 TRPM1 promoter luciferase, 24 h; 0.83% of 330,000 active; inhibition, % at 12.5 µM;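 active means mean inhibition across replicates of 60% or more, whatever share of single replicates reaches that level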; further: values of inactives mirror those of a sister screen read the other way
NR2E3 ag-2: NR2E3 agonists in two-hybrid cells, primary screen, cell-based, luminescence, CHO-S, Gal4-NCOR/VP16-NR2E3; Photoreceptor-specific nuclear receptor (Homo sapiens), Q9Y5X4; luciferase; inhibition of corepressor binding, % at 3.98 µM; 0.35% of 360,000 active; AID 602229, 2012;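 active means inhibition above the mean of all tested compounds plus 3 SD, cut at about 70% in these data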;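 further: 0% = DMSO with NR2E3 transfected cells and 100% = cells lacking NR2E3 construct; higher means lower luciferase signal from less NR2E3 corepressor binding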
HIF-2a block: HIF-2a reporter inhibitors, primary screen, luminescence, 786-0 RCC cells; inhibition, % at 18.8 µM; 786-0 RCC cells HIF-2a reporter, luciferase luminescence, overnight; AID 624352, 2012; 0.72% of 360,000 active;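 active means inhibition of the luminescence signal of 40% or more relative to plate controls, in a single-dose primary screen at 18.75 µM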
Vif inh: HIV Vif self-association inhibitors, primary screen, imaging, HEK293T, single point; HEK293T cells, Vif self-association by quenched fluorescence, 24 h; inhibition, % at 7.49 µM; 0.35% of 340,000 active; in the data active means inhibition above about 50%, passing the limit was not always enough; further: some results filed as inactive read as strong as hits
* hit, by the source's call; . = no result given.

Compound,CF NFkB block,PDI inh,KKLEB cytotox,NR2E3 ag-1,Peg3 promoter,CaV13 FRET inh,Shn3 3UTR inh,MITF TRPM1 inh,NR2E3 ag-2,HIF-2a block,Vif inh
CCOc1ccc(C(Nc2ccc(C)cc2)P2(=O)OCCC(C)O2)cc1 (configuration not stated),6,0,-7,-1,-13,-5,0,4,-6,8,3
O=C(C[n+]1cc(-c2ccccc2)n2c1CCC2)Nc1nc(-c2ccc(F)cc2)cs1,-1,-4,11,-6,-42,-5,-27,0,-17,-42,-7
O=S(=O)(NC1C2CC3CC(C2)CC1C3)c1ccc(F)cc1 (configuration not stated),26,13,-13,.,9,-9,3,-2,-38,16,3
O=C1NN(c2ccccc2)C(=O)/C1=C\c1cccc(OC(=O)c2cccs2)c1,10,1,-3,-2,15,-1,-46,3,-22,14,4
CCOc1cc(/C=C2\SC(=S)N(C(C(=O)O)c3ccccc3)C2=O)ccc1O (configuration not stated),-14,35*,16,6,3,-29,-5,2,1,19,5
COc1cccc(N=CNc2cccc(OC)c2)c1,5,1,5,.,-137,-6,-8,-34,-24,-177,15
S=C(NCCc1ccccc1)NCC1CCCO1 (configuration not stated),-8,0,-6,3,-57,-19,-19,-24,-35,-69,1
CCN(CC)CCN(C(=O)c1ccc(Br)s1)c1nc2cc3c(cc2s1)OCO3,-5,-4,6,-2,5,13,-11,-18,-15,-10,-5
CCOc1ccc(OCCC(=O)N2CCN(S(=O)(=O)c3ccc(OCC)cc3)CC2)cc1,16,3,-13,-1,13,-5,3,-11,9,14,.
Cc1ccc(C23CC4CC(CC(CC(=O)NC(C)(C)CO)(C4)C2)C3)cc1,5,0,-12,-1,-8,-19,-26,1,-3,16,.
CCc1ccc(NS(=O)(=O)c2cc3c4c(c2)CCN4C(=O)CC3)cc1,-20,0,-3,-1,-2,-6,16,4,-9,16,0
CC1CCCCN1C(=O)Cn1c(=O)n(C2CCCCC2)c(=O)c2ccccc21 (configuration not stated),-4,0,4,2,2,-5,-11,6,12,10,-7
O=C(Cc1ccc2c(c1)OCCO2)c1c(O)cc(O)cc1O,4,2,3,0,-97,-9,-13,-36,-52,-140,-7
CC1(C)CC(=O)C(C=NCCN2CCN(CCCCS(=O)(=O)O)CC2)=C(O)C1,14,2,-3,0,11,-8,-18,5,-7,10,9
CCCCC(=O)N(C)c1c(CC)nc2c(OCc3ccc(C(F)(F)F)cc3)cccn12,15,0,-10,.,25,-6,5,.,7,1,-10
COc1cc(CCC(=O)OCC(=O)Nc2ccccc2OC(F)F)cc(OC)c1OC,8,7,-3,3,-7,-3,3,-10,4,17,1
COC(=O)c1ccc(COc2ccc(/C=N/O)cc2)o1,-22,-1,5,3,-54,11,-66,.,-5,-92,11
COc1cc(O)c(C(CCN2CCCC(C)C2)c2cc(OC)c(OC)c(OC)c2)c(OC)c1 (configuration not stated),6,5,-13,3,-61,-11,-1,3,15,13,-7
CC[C@@H]1CC=C[C@H]2[C@H]1C(=O)N(Cc1ccccc1)[C@H]2c1ccc(OC)c(Cl)c1,40,-1,-1,4,18,-10,14,-25,0,28,6
O=S(=O)(c1ccc2ccccc2c1)N(CC1CO1)c1ccccc1 (configuration not stated),5,2,-15,1,13,-4,-15,-2,2,22,5
CC(NC(=O)c1cccnc1)c1ccc2c(c1)OCO2 (configuration not stated),13,-7,2,2,19,-8,-17,3,-1,9,-8
CCOC(=O)N1CCC(NC(=O)CN2C(=O)CSc3ncccc32)CC1,0,5,-5,-3,2,23,2,-10,-31,2,3
COc1ccc(NC(=O)Nc2cc(C)ccn2)cc1,-2,1,-8,.,-145,-5,0,-6,-142,-89,-2
CCCc1cc(C(N)=O)c(NC(=O)c2ccco2)s1,-7,14,17,-4,-109,-4,-10,-37,-60,-124,-14
C[C@H]1CN([C@@H](C)CO)C(=O)Cc2cc(NC(=O)Cn3cnnn3)ccc2O[C@H]1CN(C)Cc1ccncc1,4,1,-5,.,-12,-9,-4,1,-26,3,4

PDI inh: hit marks shown above
molecule	CF NFkB block	PDI inh	NR2E3 ag-1	Peg3 promoter	CaV13 FRET inh	Shn3 3UTR inh	MITF TRPM1 inh	NR2E3 ag-2	HIF-2a block	Vif inh
CCOc1cc(/C=C2\SC(=S)N(C(C(=O)O)c3ccccc3)C2=O)ccc1O (configuration not stated)	-14	35*	6	3	-29	-5	2	1	19	5

Next compounds
Compound,CF NFkB block,PDI inh,KKLEB cytotox,NR2E3 ag-1,Peg3 promoter,CaV13 FRET inh,Shn3 3UTR inh,MITF TRPM1 inh,NR2E3 ag-2,HIF-2a block,Vif inh
CCn1cc(CN2CCCC(C(=O)Nc3ccc(-c4nc5ccccc5[nH]4)cc3)C2)c(C)n1 (configuration not stated),-33,-42,30,0,-25,-6,-2,-31,-11,-83,0
O=C(COc1ccccc1)NCc1ccc2c(c1)OCO2,-22,0,-1,4,-42,.,-4,-10,-10,-73,-5
COCCn1c(=NC(C)=O)sc2cc([N+](=O)[O-])ccc21,-22,9,15,-4,-7,-6,-10,9,-12,8,-9
Cc1ccc(NC(=O)C2(c3ccccc3)CCCC2)nc1,-3,5,7,3,9,.,18,0,0,10,.
Cc1ccc2c(c1)C1CN(C)CCC1N2C(=O)Nc1ccc(Cl)cc1 (configuration not stated),8,5,-8,.,-311,-5,-11,-52,-12,-226,-2
COc1cc(/C=N/NC(=O)Cc2ccc(Br)cc2)cc(OC)c1O,12,1,-1,0,4,0,16,4,13,19,-2
COc1ccc(S(=O)(=O)Cc2ccc(C(=O)NC3CC3)o2)cc1,2,.,3,2,-5,4,-6,2,-18,7,15
O=C(Nc1cccc(F)c1)C1CCN(S(=O)(=O)c2cccc3nonc23)CC1,-13,2,-2,2,10,-6,8,4,11,5,17
Cc1cc(C(F)(F)F)c2c(C)nn(CCc3nn[nH]n3)c2n1,7,2,4,-2,0,.,-20,6,-19,5,-9
C=CCn1c(-c2cc(OC)cc(OC)c2)n[nH]c1=S,-13,8,12,0,4,.,6,-4,-17,17,.
CC(CC(C)C(=O)N1CCOCCN(C(=O)C(C)CC(C)C(=O)O)CCOCC1)C(=O)O (configuration not stated),0,21,-3,-1,0,-5,-4,-4,-1,16,19
O=C(NC1CCCCCC1)c1ccc(S(=O)(=O)NCc2ccco2)cc1,3,1,8,-1,14,-5,9,-1,0,3,-6
CC(C)C(=O)Nc1sc2c(c1C#N)CCCCC2,-11,-5,0,-2,-54,-4,-8,-30,-22,-62,-2
CCOc1ccc2oc(=O)cc(C)c2c1,3,-1,2,3,-36,0,-25,-1,0,-20,15
CCCCNC(=O)C1(C)CCCCN1C(=O)c1cc2ccccc2s1 (configuration not stated),-1,7,0,.,16,-5,19,.,8,11,.
COc1cc(OC)c(C(=O)NC23CC4CC(CC(C4)C2)C3)cc1OC,-8,-4,-5,1,17,0,5,4,-17,11,-1
CS(=O)(=O)N(CCC(=O)O)Cc1ccccc1,8,3,0,-1,16,.,-1,0,-8,0,-8
CCCOc1ccc(Br)cc1/C=N/O,1,-3,-2,3,6,.,26,2,-21,14,.
CCOC(=O)C(C)OC(=O)C1=C(C)NC(=O)NC1c1ccc2c(c1)OCO2 (configuration not stated),19,-4,4,3,23,-4,-11,8,-11,1,-4
CC(C)(C)c1cc(C(=O)NCc2ccco2)ccn1,8,2,-4,4,5,-5,-16,7,18,7,-3
Cc1ccc(-c2nn(-c3ccccc3)cc2/C=C2\SC(=S)N(CCCCCC(=O)O)C2=O)o1,54*,3,-14,0,-23,-6,14,-3,7,13,10
CC(C)(C)OC(=O)N(CCc1ccccc1)Cc1cccc(OCc2cccc(NC(=O)/C=C/c3ccccc3)c2)c1,-1,9,17,.,-36,-6,-9,-13,-16,-19,-1
CCn1c(/C=C2\C(=O)N(C)c3ccccc32)nc2ccccc2c1=O,-14,-2,10,-2,11,.,-15,21,-13,20,2
CC(C)CCC1(C)NC(=O)N(CC(=O)c2ccc[nH]2)C1=O (configuration not stated),6,2,5,1,5,-6,-8,9,16,-1,-4
Cc1sc(-n2cccc2)c(C(=O)O)c1C,-15,5,8,3,3,-4,5,-4,12,3,8
O=C1CC(N2CCC(O)(c3ccc(Cl)cc3)CC2)C(=O)N1Cc1ccc(N2CCCC2=O)cc1 (configuration not stated),-2,-14,3,-3,13,.,18,14,7,8,-20
CN(C)c1nc(NNC(=O)c2ccccc2)nc(N(C)C)n1,-8,-14,12,.,-8,-5,5,-4,-4,10,1
O=C(CCn1nnc2ccccc21)Nc1nnc(-c2ccccc2F)s1,-7,-7,-2,-2,-21,-6,-17,-2,-21,-16,-9
CCCC(=O)NNC(=O)c1ccoc1C,14,3,10,3,6,-5,-18,3,-5,33,3
O=C(CC1C(=O)NCCN1Cc1c(F)cccc1Cl)NCCc1ccccn1 (configuration not stated),4,4,6,0,-7,-4,-31,-6,-18,-7,.
CC(C)(C)C(=O)Nc1cc(C(F)(F)F)ccc1-n1ccnc1,18,9,6,-2,4,-5,8,-4,-19,9,3
Cc1cc(C)c2c(-n3cccc3)c(C(=O)O)sc2n1,14,3,-11,3,5,-4,-17,1,-15,4,3
c1ccc(C2=NC(c3ccccc3)CC2)cc1 (configuration not stated),8,-19,-8,.,-146,-11,-32,.,-66,-199,-12
Cc1ccccc1C1(CCN2CCCCC2)CCOC(C)(C)C1 (configuration not stated),3,5,6,1,-6,-6,-1,-3,-4,9,3
CCOc1cc(N2CCOCC2)c(OCC)cc1NC(=O)c1ccco1,0,-1,6,-3,29,-7,6,19,11,15,-2
Cc1ccc2c(c1)NC(=O)C(CC(=O)NCCCN1CCCC1)O2 (configuration not stated),19,.,-18,5,17,3,46,.,-6,11,7
COc1ccccc1NC(=O)c1ccc(NC(=O)CN2CCCCC2)cc1,-20,-2,3,.,-1,-6,11,-4,-26,-6,-4
COCCCn1c2nc3ccccc3nc2c2c(=O)n(CC3CCCO3)cnc21 (configuration not stated),3,8,-4,2,0,-3,5,-13,-16,11,.
